# From PubChem
# Dengue-2 NS5 capping = flavivirus cap methylation enzyme inhibition – biochemical, confirmation dose response, primary screen (AID 588689). Dengue-2 NS5 methyltransferase capping enzyme assay, biochemical; higher % means a stronger effect. one-dose inhibition, % at 25 µM; IC50 in µM for titrated hits. actives 0.3% (n = 340,000); in the data active = a potency from the dose series; inconclusive = inhibition above about 29% without an active follow-up result
# Siah-1 displacement = Siah-1 peptide-binding antagonists, primary screen, biochemical, fluorescence polarization, rhodamine-plectin, uHTS (AID 1817) | Siah-1 / rhodamine-plectin peptide fluorescence polarization; higher % means a stronger effect | actives 0.02% (n = 290,000) | displacement, % at 20 µM, or IC50 in µM where a hit was titrated;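 active = displacement of at least 50% at 20 µM, with a fluorescence ratio check between 0.3 and a set limit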;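 note: plate controls were Siah plus tracer with DMSO for no effect and tracer alone without Siah for full effect; strong numbers were not always called active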
# UTI89 phage lysis = inhibition of K1F phage lysis, E. coli UTI89, bacterial capsule biogenesis inhibitors, alamar blue (AID 488966); E. coli UTI89 K1F phage lysis, alamar blue, 2 h; higher % means a stronger effect; inhibition, % at 100 µM, or IC50 in µM where a hit was titrated; actives 0.02% (n = 340,000);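 active = phage lysis inhibition, versus mean bacterial control, above a set limit; inconclusive = no clear call, values can overlap the other calls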;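 note: capsule biogenesis inhibitors block K1F phage lysis so surviving cells raise fluorescence; higher fluorescence means more inhibition of phage lysis; actives were called in the ten point dose series up to 300 µM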
# GPR35 antagonists = inhibition of zaprinast-stimulated GPR35 beta-arrestin translocation – imaging, U2OS, beta-arrestin-GFP, zaprinast agonist, primary screen (AID 2058); U2OS GPR35 beta-arrestin-GFP translocation imaging, zaprinast antagonism; higher % means a stronger effect; inhibition, % at 10 µM; hits with a dose series show IC50 in µM; actives 0.052% (n = 290,000);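 active = inhibition of at least 50% with at least 30 cells and total cytoplasm GFP at most 10,000,000; inconclusive = under 30 cells or total GFP of 10,000,000 plus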
# HIV fusion peptide = inhibitors of HIV fusion peptide binding, primary screen, biochemical, uHTS, fluorescence dequenching (AID 1986). cell-free peptide binding, fluorescence dequenching, 30 min; higher % means a stronger effect. inhibition, % at 20 µM; hits with a dose series show IC50 in µM. actives 0.3% (n = 290,000); in the data active = inhibition mostly above about 52%, no sharp cut-off; inactive = mostly below about 76%; note: some results filed as inactive read as strong as hits
# AID2073 = inhibitors of Mint1-CaV2.2 protein interaction, biochemical, HTRF (AID 2073) | HTRF protein-protein interaction, Mint1-CaV2.2; higher % means a stronger effect | inhibition, % at 20 µM, or IC50 in µM where a hit was titrated | actives 0.19% (n = 290,000); in the data active = inhibition mostly above about 51%, no sharp cut-off; inconclusive = no clear call, values can overlap the other calls; inactive = mostly below about 53%; note: some results filed as inactive read as strong as hits
# GPR55 LPI antagonism = inhibition of LPI-stimulated GPR55 beta-arrestin translocation – imaging, U2OS, beta-arrestin-GFP, LPI agonist, primary screen (AID 2013) | U2OS GPR55 beta-arrestin-GFP translocation imaging, LPI antagonism; higher % means a stronger effect | inhibition, % at 10 µM; hits with a dose series show IC50 in µM | actives 0.13% (n = 290,000);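 active = spots per cell inhibited over 60%, with over 100 cells counted and total cytoplasm intensity under 500,000; inconclusive = wells with under 100 cells, flagged as likely toxic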;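 note: U2OS cells stably carrying GPR55 and arrestin-GFP stimulated by 5 µM LPI near EC80; imaged beta-arrestin-GFP aggregate spots per cell after agonist stimulation; plate controls were LPI-stimulated DMSO wells for no effect and DMSO wells without LPI for full effect; some results filed as inactive read as strong as hits; confirmed hits need IC50 under 10 µM and bright autofluorescent wells are also inconclusive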
# GPR55 activation = GPR55 agonists via beta-arrestin recruitment, primary screen, imaging, U2OS cells, beta-arrestin-GFP redistribution (AID 1961); activation, % at 10 µM, or EC50 in µM where a hit was titrated; actives 0.048% (n = 290,000); U2OS GPR55 beta-arrestin-GFP redistribution imaging; higher % means a stronger effect;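 active = activation above 40% with more than 50 cells counted in the well; inconclusive = wells holding fewer than 50 cells, flagged as toxic or sparse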;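 note: U2OS osteosarcoma cells stably expressing GPR55 and beta-arrestin-GFP; plate controls were DMSO negative control for no effect and LPI positive control for full effect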
# NTR1 agonist = agonists of NTR1, primary screen, imaging, U2OS cells, beta-arrestin-GFP, high content (AID 493036). P30989. NTR1-U2OS beta-arrestin-GFP spot imaging, agonist mode. activation, % at 20 µM. actives 0.17% (n = 330,000);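 active = activation at or above 40% of the spot to cytoplasm intensity ratio, with at least 20 cells analyzed; inconclusive = wells under 20 cells, flagged as cytotoxic or low count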;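 note: 0% = DMSO without peptide and 100% = 100 nM NTR1 peptide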
# Target sequence (P30989 whole entry, looked up): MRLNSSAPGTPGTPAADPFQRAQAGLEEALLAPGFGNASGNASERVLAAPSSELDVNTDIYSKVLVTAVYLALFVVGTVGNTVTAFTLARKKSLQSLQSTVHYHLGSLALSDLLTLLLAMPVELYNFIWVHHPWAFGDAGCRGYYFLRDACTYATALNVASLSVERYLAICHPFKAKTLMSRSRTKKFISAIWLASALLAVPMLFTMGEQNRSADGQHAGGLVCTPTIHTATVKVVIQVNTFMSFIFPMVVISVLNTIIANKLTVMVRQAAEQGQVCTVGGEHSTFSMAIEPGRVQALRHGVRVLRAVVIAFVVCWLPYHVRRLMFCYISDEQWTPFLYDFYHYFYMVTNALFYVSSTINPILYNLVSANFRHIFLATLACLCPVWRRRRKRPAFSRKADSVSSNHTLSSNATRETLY
# NTR1 agonist cell count 20 µM = also measured in NTR1 agonist; calls as there; cell count; measured here: cell count, cytotoxicity flag
# Dengue-2 NS5 capping pilot replicate = further read-out of Dengue-2 NS5 capping, marked with its call; inhibition, %; measured here: pilot screen replicate inhibition
# * = called active by the depositor; ? = inconclusive; · = not tested or not shown; [ ] = dose if it differs, or a comment.
SMILES,Dengue-2 NS5 capping,Siah-1 displacement,UTI89 phage lysis,GPR35 antagonists,HIV fusion peptide,AID2073,GPR55 LPI antagonism,GPR55 activation,NTR1 agonist,NTR1 agonist cell count 20 µM,others
COC(=O)c1ccc2c(=O)[nH]c(CSc3nc(-c4ccc(F)cc4)cs3)nc2c1,1.1%,18.1%,6.0%,-14.2%,2.8%,13.0%,-0.1%,-0.3%,2.1,60,
CCOc1ccc(OCC)c(NC(=O)CSc2nnnn2CC)c1,4.7%,2.1%,1.0%,3.2%,0.7%,9.9%,14.4%,0.5%,-0.1,84,
Cc1ccc(-c2onc3ccc(C4(C)OCCO4)cc23)cc1,-0.8%,0.1%,2.7%,-5.3%,1.1%,-0.4%,-8.3%,0.3%,-0.5,65,
COc1ccc(-n2nc(C(=O)O)c3ccccc3c2=O)c(OC)c1,-3.5%,-1.5%,2.4%,-17.5%,-1.3%,6.1%,1.4%,0.0%,1.6,42,
COc1ccc(CNC(=O)C2CCN(S(=O)(=O)c3c(C)n[nH]c3C)CC2)cc1,-0.7%,0.8%,0.5%,21.4%,-3.0%,6.8%,17.6%,-0.1%,-0.2,64,
Cc1ccc(C)c(-n2c(-c3cccnc3)n[nH]c2=S)c1,-5.8%,-2.6%,1.8%,-9.2%,-0.5%,0.3%,-0.9%,0.2%,-0.7,36,
COc1ccc(S(=O)(=O)N2CCC(C(=O)NCc3ccncc3)CC2)cc1Cl,-7.1%,-2.9%,1.2%,-5.0%,-1.1%,3.9%,-7.4%,0.3%,-1.4,56,
COc1ccc(NC(=O)CN(c2ccccc2)S(=O)(=O)c2ccccc2)c(OC)c1,-1.7%,-1.8%,0.0%,-18.7%,-0.8%,-7.9%,-10.4%,-0.3%,1.7,52,
CCn1c(-c2ccccc2O)n[nH]c1=S,-7.0%,-5.9%,0.4%,21.0%,-2.6%,-16.5%,-8.0%,0.4%,0.2,47,
CC(=O)c1sc(-c2ccccc2)cc1N,·,-1.4%,·,52.9%,-1.1%,18.6%,-10.3%,0.2%,0.1,49,
CCCCNc1nnc(SCC(=O)N2CCN(S(=O)(=O)c3ccc4ccccc4c3)CC2)s1,8.9%,-3.8%,-0.2%,-3.4%,-0.1%,8.8%,15.8%,-0.2%,1.7,70,
O=C(CSc1ccsc1[N+](=O)[O-])NCCc1ccccc1,-0.8%,-1.4%,-0.3%,-5.0%,0.7%,?,11.9%,-0.1%,-1.6,98,
Cc1ccc(S(=O)(=O)/N=C(/Nc2ccc(F)cc2F)c2ccccc2)cc1,-2.7%,4.2%,0.0%,5.8%,-0.1%,-0.6%,6.9%,-0.1%,2.6,55,
CCOC(=O)c1c(NC(=O)c2ccc(S(=O)(=O)N3CCOCC3)cc2)sc2c1CCN(C)C2,-12.2%,0.2%,-1.5%,13.7%,-3.3%,5.5%,-7.7%,0.6%,2.2,65,
CCCCC(=O)Nc1ccc(C(=O)NNC(=O)c2ccc(C)c(Br)c2)cc1,-0.6%,12.6%,2.2%[50 µM],-12.7%,0.0%,12.7%,-3.4%,-0.3%,1.1,37,
COC(=O)C(C)N(C(=O)c1ccc(Cl)cc1)c1c(C)cccc1C (configuration not stated),-0.7%,1.3%,0.2%,1.6%,1.1%,9.5%,-2.0%,0.5%,-1.2,49,
COc1ccc(C2c3ccc(O)cc3Oc3ncn(CCCO)c(=N)c32)cc1OC (configuration not stated),?,19.5%,2.1%[50 µM],1.8%,0.7%,43.9%,-1.5%,0.3%,0.2,59,
COC(=O)c1cc(C(=O)OCC(=O)NC2CCS(=O)(=O)C2)cc([N+](=O)[O-])c1 (configuration not stated),-0.8%,3.8%,0.2%,6.9%,-1.3%,0.5%,11.8%,0.1%,-2.2,56,
CCCCCCCCCCC[C@@H](C[C@@H]1OC(=O)[C@H]1CCCCCC)OC(=O)[C@H](CC(C)C)NC=O,1.5%,-2.9%,3.1%,-10.0%,3.2%,24.4%,2.0%,-0.1%,1.7,56,
NC(=O)C1CC(=O)N(c2ccc(OCc3ccc(Cl)cc3Cl)cc2)C1 (configuration not stated),1.8%,-4.2%,0.2%,-7.4%,-2.5%,-19.7%,-2.4%,-0.1%,-0.6,75,
O=C1CCC(/C=C/c2ccccc2)=NN1Cc1ccccc1Cl,-10.9%,0.1%,-0.2%,-18.9%,0.2%,-8.1%,7.3%,0.2%,4.8,58,
Cc1cccc(NC(=O)CCN2CC(C)CC(C)C2)c1 (configuration not stated),-3.9%,0.4%,-0.1%,-3.4%,0.5%,-1.9%,14.4%,-0.1%,1.0,73,Dengue-2 NS5 capping pilot replicate=0.6
Cc1cccc(N=C/C(C(=O)C(F)(F)F)=C(\O)c2ccco2)c1,2.6%,-9.0%,2.5%,7.1%,-1.5%,0.5%,1.2%,-0.1%,0.7,54,
COc1ccc(CC(=O)N/N=C(\C)CC(=O)Nc2ccc(N(C)C)cc2)cc1,-10.0%,8.3%,-0.2%,15.0%,-0.1%,-7.8%,-9.6%,-0.1%,0.1,51,
CCc1c2ccccc2nn1-c1ccccc1C(=O)C(C)=O,5.0%,11.0%,-1.8%,13.9%,-0.8%,-0.7%,-5.7%,-0.1%,1.7,59,
CCC(=O)N1CCN=C1SCc1c(F)cccc1Cl,2.6%,6.1%,1.3%,20.1%,1.4%,-4.9%,12.5%,-0.2%,0.4,59,
OCc1c(Cl)nc2ccccn12,-0.8%,4.7%,0.3%,-1.4%,0.4%,1.5%,12.4%,-0.4%,1.0,28,
COc1ccc(OCC(NS(=O)(=O)c2ccc(-n3cnnn3)cc2)C(C)C)cc1 (configuration not stated),-4.1%,1.5%,-0.2%,8.3%,-0.2%,4.8%,10.9%,-0.1%,1.4,64,
Cc1ccc(NC(=O)CN(C)C(=O)CSc2n[nH]c(N)n2)cc1,-2.0%,5.3%,0.7%,-1.9%,-1.8%,13.3%,15.0%,-0.1%,0.5,52,
CSc1nnc2c3c4c(sc3nc(-n3nc(C)cc3C)n12)COC(C)(C)C4,-2.7%,-6.3%,0.2%,-2.3%,1.0%,21.1%,5.0%,0.3%,·,·,
CCCCn1c(O)c(N=NC(=O)Cn2c(C(F)(F)F)nc3ccccc32)c2ccccc21,-5.8%,-0.7%,1.9%,2.6%,2.6%,-4.8%,2.8%,0.6%,6.3,29,
O=C(Cn1c(=O)n(Cc2ccc(F)cc2)c(=O)c2ccccc21)NCC1CCCO1 (configuration not stated),-7.4%,-2.7%,1.9%,7.4%,-1.0%,14.2%,-0.1%,0.5%,0.5,43,
Cc1ccc(-c2[nH]nc3c2C(c2ccc(OC(=O)N4CCOCC4)cc2)C(C#N)=C(N)O3)cc1 (configuration not stated),7.6%,-3.7%,4.3%,4.9%,-1.4%,10.5%,-0.5%,-0.1%,3.1,83,
Cc1cccc(CSc2nnc(Cn3c(=O)sc4ccccc43)n2C)c1,-2.9%,1.1%,-1.5%,6.3%,-1.6%,4.7%,6.8%,-0.5%,-0.9,54,
O=C(NC(Cc1ccccc1)C(=O)O)/C(=C\c1ccco1)NC(=O)c1ccco1 (configuration not stated),-4.2%,-6.1%,2.2%,19.2%,23.1%,10.8%,6.6%,0.7%,1.1,52,
CCN1CCN(CCCN(Cc2ccco2)C(=S)Nc2ccccc2Cl)CC1,-0.8%,2.0%,0.1%,-3.0%,0.2%,-33.9%,-11.4%,-0.3%,-0.7,56,
COc1ccccc1OCC(=O)NCC1CCCN(C(=O)c2ccccc2SC)C1 (configuration not stated),7.0%,9.1%,0.2%,2.6%,1.6%,6.2%,16.3%,-0.2%,0.3,74,
COc1ccc(NC(=S)NC(NC(=O)CCl)C(Cl)(Cl)Cl)c([N+](=O)[O-])c1 (configuration not stated),?,21.1%,0.0%,-4.4%,7.2%,25.2%,14.8%,0.0%,-1.0,82,
O=C(OCCN1CCN(C2=NS(=O)(=O)c3ccccc32)CC1)c1cccc(Br)c1,-2.0%,7.0%,-0.1%[50 µM],-3.0%,-0.1%,-10.1%,-1.1%,-0.2%,1.3,53,
O=C(Nc1cccnc1)Nc1ccccn1,3.7%,2.4%,-1.6%,-0.6%,-0.1%,-3.1%,2.8%,0.0%,-0.6,71,
O=C(Nc1ccccc1)c1nc2ccccc2s1,-11.8%,3.5%,0.3%,-0.7%,-0.7%,-0.3%,7.6%,0.1%,-1.1,71,
O=C(NC1CCCC1)c1cc(-c2ccc(F)cc2)on1,-2.5%,2.5%,0.0%,19.0%,-0.6%,6.7%,9.6%,0.4%,0.7,60,
Clc1ccc(-c2n[nH]c3c2CCCC3)cc1,-0.9%,3.6%,0.1%,-4.2%,-0.8%,26.3%,0.4%,-0.5%,0.6,83,
Cc1cccc(-c2n[nH]c(=S)n2Cc2ccccc2)c1,0.0%,0.4%,0.6%,-10.5%,0.0%,2.2%,11.0%,0.1%,-0.1,41,
O=S(=O)(NCC(c1cccnc1)N1CCN(c2ccc(F)cc2)CC1)c1ccc(F)cc1 (configuration not stated),-2.1%,2.8%,0.1%,2.9%,-2.8%,3.8%,3.8%,0.2%,-2.1,59,
Cc1ccc(C(=O)N2c3ccccc3N(Cc3ccccc3)C(=O)C2(C)C)cc1,-2.7%,-3.1%,0.8%,3.0%,-1.0%,0.9%,13.0%,0.7%,6.4,43,
C=CCn1c(SCC(=O)NCc2ccccc2)nnc1-c1ccccc1O,-1.9%,-0.5%,0.0%,7.3%,-3.9%,-9.9%,4.3%,-0.2%,1.7,104,Dengue-2 NS5 capping pilot replicate=-4.0
O=C1NNC(c2ccccc2)=N/C1=C\c1ccccc1Cl,1.6%,-3.8%,-2.5%,-5.2%,0.7%,-11.0%,-7.8%,-0.2%,·,·,
Cc1ccc2c(C)c(C(=O)N3CCN(Cc4ccc5c(c4)OCO5)CC3)oc2c1C,-3.5%,-2.8%,0.7%,1.6%,-0.2%,6.9%,4.7%,-0.1%,13.2,45,
